Source: PubChem (several laboratories)
WT yeast gro inh – growth inhibition of WT yeast, mitochondrial fusion screen; mitochondrial fusion phenotypic screen, WT strain; AID 1362; inhibition, % at 10 µM; 190,000 compounds, 2.1% hits; in the data active = inhibition above about 58%; tested in S. cerevisiae
XIAP antagonists – small molecules displacing peptide from XIAP – biochemical, IAP family, fluorescence polarization (AID 1018). XIAP BIR domain, fluorescence polarization peptide displacement; higher % means a stronger effect. displacement, % at 20 µM, or IC50 in µM where a hit was titrated. 200,000 compounds, 0.007% hits; in the data active = displacement above about 50%; also: a part of the inactive calls stands beside numbers as strong as those of hits
Insulin prom up – MIN6 insulin promoter up-regulation; MIN6 insulin promoter-GFP reporter, high-content imaging; active compounds read high; z-score at 5 µM; 190,000 compounds, 0.3% hits; AID 1625;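 active = z-score above 3 at 5 µM with at least 500 cells counted in the well; inconclusive = wells under 500 cells, flagged as cytotoxic or low count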
Autophagy HCS – modulators of autophagy | MEF GFP-LC3 puncta imaging; test concentration mostly 10 µM | calls only at 10 µM (by protocol) | 190,000 compounds, 0.98% hits | AID 463193;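 active = percentage of spot-positive cells more than 3 SD above its plate mean, without a fluorescence outlier flag or 80% toxicity; inconclusive = no clear call, values can overlap the other calls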;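 also: spot-positive cell cutoff set from DMSO-treated cells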
b-catenin transl – modulators of beta-catenin nuclear translocation. HeLa beta-catenin nuclear translocation, immunofluorescence imaging. nuclear translocation activity, % at 5 µM. 190,000 compounds, 0.3% hits;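 active = nuclear translocation activity above 50% at 5 µM, with a well cell count of 50 or more; inconclusive = wells under 50 cells across six images, flagged as toxic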;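 also: per-cell ratio of nuclear to cytoplasmic median beta-catenin stain intensity; plate controls were DMSO negative control for no effect and GSK-3 inhibitor IX positive control for full effect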
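Test system: HeLa cells, endogenous beta-catenin; Compound: single 5 µM dose plus 0.02–20 µM confirmation series; Times: compound exposure 24 h at 37°C; Signal: fluorescence imaging of beta-catenin antibody stain plus DAPI; Read-out: % activation, nuclear-to-cytoplasmic median beta-catenin signal ratio per cell.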
Hep lipid drop – modulators of hepatic lipid droplet formation; AML12 mouse hepatocytes, oleate lipid droplets, BODIPY imaging; inhibition, % at 6.5 µM; 240,000 compounds, 0.4% hits;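 active = lipid droplet intensity inhibited by at least 50%, with more than 500 cells counted; inconclusive = wells with under 300 cells, treated as cytotoxic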
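Assay system: AML12 hepatocytes (mouse); Probe or stimulus: oleic acid at 100 µM to induce lipid droplet formation; Dosing: compound at 6.5 µM only; Schedule: compound with oleate, overnight; Detection: fluorescence imaging, 20x objective, two fields per well; Measure: % inhibition of lipid droplet signal.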
MT stabilize HCS – microtubule stabilizers in HeLa cells | HeLa tubulin immunostaining HCS, 24 h; share of cells brighter than vehicle mean+2SD | % tubulin-high responders, % at 10 µM | 200,000 compounds, 0.83% hits | AID 2205;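 active = plate Z-score above 3 for both tubulin-high and condensed-nucleus cell shares, with cell loss under 80%, at 10 µM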;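 also: anti alpha tubulin signal scored within the nucleus-defined area of each cell; some results filed as inactive read as strong as hits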
CSM14.1 death rescue – protection against thapsigargin-triggered cell killing – 384-well, CSM14.1, ATP luminescence, primary screen (AID 1222) | CSM14.1 thapsigargin-induced death rescue, ATP luminescence; higher % means a stronger effect | one-dose cellular ATP content (survival), % at 20 µM; EC50 in µM for titrated hits | 190,000 tested, under 10 active;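 active = EC50 below 50 µM in the dose-response confirmation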;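 also: death triggered by thapsigargin at about 15 µM added after 2 h compound pretreatment; cell ATP read after overnight thapsigargin exposure of roughly 18 to 22 hours; normalized against plate controls of thapsigargin alone and 5% DMSO vehicle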
Dynein transport – blocks dynein driven cargo transport along microtubules | 3617.4 mouse cells, GR-EGFP nuclear translocation imaging; test concentration mostly 20 µM; stimulated with dexamethasone, 1 µM; active compounds read low | z-score, hits read low | 220,000 compounds, 0.47% hits;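 active = plate z-score of nuclear minus cytoplasmic receptor signal below a set negative limit, without overly bright fluorescence or cell loss, cut at about -3.5 in these data, passing the limit was not always enough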;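 also: z-score of nuclear minus cytoplasmic ring GR-EGFP intensity difference per well; some compounds called inactive have numbers as strong as hits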
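Buffer or medium: tet-free, stripped-serum medium; reagent: dexamethasone at 1.0 µM final, 30 min; incubation: 48 h induction, 1 h compound, 30 min dex at 37 °C; measured by: formaldehyde fixation, Hoechst nuclear stain, 10x automated fluorescence imaging; read-out: nuclear-to-cytoplasmic GR-EGFP distribution per well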
WT yeast gro inh mutant strain – recorded beside WT yeast gro inh, whose call it bears; inhibition, %; mitochondrial fusion phenotypic screen, mutant strain inhibition
Dynein transport cytoplasmic EGFP – recorded beside Dynein transport, whose call it bears; z-score; measured here: cytoplasmic GR-EGFP intensity; active compounds read high
Dynein transport nuclear GR-EGFP – further read-out of Dynein transport, marked with its call; z-score; measured here: nuclear GR-EGFP intensity;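 lower value marks the stronger effect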
Dynein transport cell count – second read-out of Dynein transport, no call of its own (marks repeat the call); z-score; measured here: cell count per field
Insulin prom up cell count – second read-out of Insulin prom up, no call of its own (marks repeat the call); cell count; measured here: cytotoxicity, nuclei count;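 total cells summed across four imaged fields per well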
Hep lipid drop cells 6.5 µM – second read-out of Hep lipid drop, no call of its own (marks repeat the call); cell count; measured here: cell count, cytotoxicity flag;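 cells counted across two imaged fields per well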
b-catenin transl cell count 5 µM – also measured in b-catenin transl; calls as there; cell count; measured here: cell count, cytotoxicity flag
MT stabilize HCS Hoechst-high % – also measured in MT stabilize HCS; calls as there; % Hoechst-high responders; measured here: nuclear condensation Hoechst responders;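 share of cells brighter than vehicle mean plus two SD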
MT stabilize HCS cytotoxicity % – second read-out of MT stabilize HCS, no call of its own (marks repeat the call); toxicity, %; measured here: cytotoxicity by cell density;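 0% = mean cell density of plate MIN control wells and 100% = no cells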
Autophagy HCS cell loss 18 h – recorded beside Autophagy HCS, whose call it bears; toxicity, %; measured here: cell loss, nuclei count;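 cell loss after 18 h compound exposure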
Starred values were filed as active, the others as inactive; i = inactive; ? = inconclusive; nt = no result given; & = joins results of further samples.

SMILES | WT yeast gro inh | WT yeast gro inh mutant strain | XIAP antagonists | Insulin prom up | Insulin prom up cell count | Autophagy HCS | Autophagy HCS cell loss 18 h | b-catenin transl | b-catenin transl cell count 5 µM | Hep lipid drop | Hep lipid drop cells 6.5 µM | MT stabilize HCS | MT stabilize HCS Hoechst-high % | MT stabilize HCS cytotoxicity % | CSM14.1 death rescue | Dynein transport | Dynein transport cytoplasmic EGFP | Dynein transport nuclear GR-EGFP | Dynein transport cell count
COc1ccc(OC)c(-n2c(N)c(C(=O)NCC3CCCO3)c3nc4ccccc4nc32)c1 (stereo not drawn) | 9 | 2 | -2.7% | 0.32 | 1235 | i | -5 | -5.5 | 1228 | -4 | 732 | 2.3 | 1.6 | 6.6 | 5.0% | -0.4 | -0.2 | -0.19 | 0.44
CCOc1ccc(-c2nnc(N)s2)cc1 | 8 | -44 | -5.2% | -0.07 | 1265 | i | -3 | -0.7 | 1104 | -2 | 652 | 3.1 | 1.8 | 9.1 | nt | 2.1 | -0.24 | 0.062 | -0.43
Cc1cc(SCC(=O)c2ccccc2)nc(SCC(=O)c2ccccc2)n1 | -17 | 17 | -4.6% | -0.16 | 1585 | i | 1 | 1.4 | 1341 | nt | nt | 2.9 | 1.8 | 7.8 | 5.2% | 3.4 | -0.2 | -0.097 | -0.94
COCCNC(=O)C(c1ccc(C)o1)N(Cc1cccs1)C(=O)c1snc(C(N)=O)c1N (stereo not drawn) | 2 | 12 | -1.6% | -0.79 | 1240 | i | -9 | nt | nt | -21 | 652 | 2.7 | 1.7 | 1.5 | nt | 0.28 | -0.24 | -0.053 | 0.28
Cc1nc2ccc(-c3ccccc3)cc2o1 | 18 | 15 | -8.7% | 2.7 | 1115 | i | -3 | -3.3 | 809 | nt | nt | 4.2 | 3.6 | 2.3 | -4.1% | -0.39 | 0.018 | 0.14 | -0.41
O=S(=O)(c1ccccc1Cl)N1CCCC(c2nc(-c3cccnc3)no2)C1 (stereo not drawn) | 1 | 4 | -4.4% | -0.7 | 981 | i | 29 | -4.1 | 1145 | -5 | 752 | 3.1 | 2.3 | 12 | -1.9% | -0.34 | -0.23 | -0.014 | 0.78
Brc1cccc(-c2nnc3sc(CNCc4ccco4)cn23)c1 | 7 | 7 | -4.2% | 0.51 | 994 | i | 10 | 0.0 | 1184 | nt | nt | 2.2 | 3.0 | 6.1 | -0.4% | -0.51 | -0.037 | -0.24 | 0.39
Cc1nn(Cc2ccccc2)c2sc(C(=O)NCc3cccnc3)cc12 | -2 | -9 | -0.3% | -0.48 | 1219 | i | -8 | 1.7 | 940 | nt | nt | 2.6 | 1.9 | 9.8 | 8.2% | -0.015 | -0.23 | 0.14 | 0.97
CCOC(=O)N1CCN(C(=O)CSc2ccc(-c3cccnc3)nn2)CC1 | -5 | -7 | -2.3% | -0.59 | 1304 | i | -1 | -0.2 | 1084 | 1 | 650 | 1.9 | 2.9 | 4.8 | 5.6% | -0.21 | -0.19 | -0.17 | 0.19
Cc1ccc(S(=O)(=O)NCC(=O)OCc2ccccc2)cc1 | -8 | 8 | -6.2% | -0.11 | 1302 | i | 1 | -6.2 | 1142 | -10 | 696 | 5.4 | 1.9 | 9.8 | -0.9% | 0.19 | 0.59 | 0.52 | 1
CCn1c(=O)c2cc(C(=O)N3CCN(C)CC3)sc2c2ccccc21 | 8 | -1 | -2.2% | -0.58 | 1760 | nt | nt | 0.6 | 1051 | -8 | 553 | 5.7 | 1.3 | 4.4 | -0.9% | -0.5 | -0.11 | -0.22 | 0.35
CCN(CC)CCNC(=O)Cc1c(C(=O)O)n(CC)c2ccccc12 | -13 | 10 | -3.0% | nt | nt | i | 10 | -1.3 | 1090 | -2 | 636 | 3.7 | 2.0 | 9.0 | -1.0% | 0.14 | -0.082 | 0.28 | -0.013
COc1cc(/C=C2/SC(=S)N(CC3CCCO3)C2=O)ccc1O (stereo not drawn) | 25 | 11 | -20% | 0.59 | 1539 | i | 7 | -1.6 | 1086 | -18 | 628 | 5.2 | 2.6 | 6.6 | -3.1% | -0.25 | -0.26 | -0.19 | 0.71
CC(C)Cc1nc2oc3c(N4CCN(C)CC4)ncnc3c2c2c1CCCC2 | -34 | -26 | -3.8% | -0.14 | 1131 | i | 2 | -4.3 | 852 | nt | nt | 2.5 | 1.5 | 14 | 0.8% | 0.64 | -0.13 | 0.35 | -0.1
Cc1nc2ccc(NC(=O)c3ccc(Cl)nc3)cc2s1 | nt | nt | nt | -0.62 | 1122 | nt | nt | -0.7 | 1297 | 14 | 615 | nt | nt | nt | nt | -0.26 | -0.79 | -0.3 | -0.29
FC(F)(F)c1nnc2sc(-c3cccs3)nn12 | -11 | -1 | -1.5% | 0.38 | 1992 | i | 4 | -0.1 | 967 | 7 | 692 | 1.1 | 1.3 | 2.1 | -1.4% | -1.3 | 1.5 | -0.16 | 0.14
COc1ccc(O[C@H]2C=C[C@@H](c3ccccc3)O[C@@H]2CO/N=C(\C)CCN2CCc3nc(-c4ccccc4)c(-c4ccccc4)cc3C2)cc1 | 6 | -17 | -4.6% | -0.73 | 1085 | i | 11 | nt | nt | -27 | 695 | 4.4 | 2.5 | 7.8 | 0.8% | -0.2 | 0.97 | 0.36 | 0.5
O=C(NNC(=O)c1sccc1-n1cccc1)Nc1ccc(F)cc1 | -14 | -8 | -8.0% | 0.25 | 1212 | i | -2 | -4.4 | 1103 | 0 | 703 | 2.9 | 2.1 | 5.2 | nt | 0.26 | -0.37 | 0.047 | 0.7
COc1ccc(Nc2ncnc3c2oc2ccccc23)cc1 | 7 | -4 | -2.7% | nt | nt | i | 1 | -4.2 | 976 | nt | nt | 1.7 | 1.8 | 4.6 | -2.2% | 1.4 | 1 | 0.85 | -0.68
O=C(CSc1nnnn1-c1ccccc1F)NNC(=O)c1ccco1 | -6 | -9 | -2.5% | 0.49 | 1617 | i | 6 | 1.8 | 829 | 5 | 728 | 1.0 | 1.2 | 6.8 | -1.4% | 1.2 | -0.16 | 1 | -0.43
CCn1c(=N)c(S(=O)(=O)c2ccc(Cl)cc2)cc2c(=O)n3ccccc3nc21 | -14 | -10 | -3.4% | -0.16 | 1142 | i | -13 | 0.2 | 1554 | 5 | 665 | 1.0 | 2.4 | 6.5 | 0.2% | -0.52 | -0.12 | -0.34 | -0.92
Cc1cccc2cc(CN(Cc3ccco3)C(=O)NC3CCCCC3)c(=O)[nH]c12 | -4 | -5 | -4.3% | 0.32 | 1587 | i | 8 | -0.9 | 1029 | -9 | 682 | 1.8 | 2.2 | 14 | -0.1% | -0.042 | -0.21 | 0.15 | 0.18
C[C@H](NC(N)=O)C(=O)Nc1ccc2c(c1)OCO2 | nt | nt | nt | 1.3 | 1077 | nt | nt | -1.2 | 1305 | 26 | 670 | nt | nt | nt | nt | 0.048 | -0.27 | 0.43 | 0.38
CC1CC(N(C(=O)C2CC2)c2ccccc2)c2ccccc2N1C(=O)C1CC1 (stereo not drawn) | 1 | 5 | -4.2% | -0.57 | 1199 | i | -21 | -7.0 | 980 | nt | nt | 2.2 | 2.8 | 12 | -0.5% | -0.19 | 0.043 | -0.039 | 0.29
COc1ccc(-c2cn(-c3ccccc3)c3[n+]2CCS3)cc1 | -2&-1 | 1&20 | -10%&-11% | ? | nt | i | 4&7 | -3.2&1.1 | 559&1173 | -24&-21 | 601&601 | 3.1&3.3 | 2.7&2.5 | 2.9&1.5 | 0.7%&-2.1% | 0.33&-1 | 0.66&0.076 | 0.59&-0.37 | -1.5&2.1
COc1cc(OC)cc(-n2nnnc2SCC(=O)NCc2ccc3c(c2)OCO3)c1 | 8 | -5 | -1.6% | 0.06 | 1182 | i | -4 | -0.5 | 736 | nt | nt | 1.9 | 1.8 | 6.1 | -1.5% | -0.48 | 0.84 | 0.029 | 0.21
CCn1c(SCC(=O)N2CCOCC2)nc2sc3c(c2c1=O)CCCC3 | -6 | 1 | -3.5% | 0.55 | 1252 | i | 10 | -3.9 | 1212 | nt | nt | 7.6 | 2.0 | 8.3 | 0.2% | 3.7 | 0.27 | 2.7 | -1.4
Cc1ccc(S(=O)(=O)Nc2ccc(NC(=O)CN3CCCCC3)c(Cl)c2)cc1 | 15 | 0 | -7.3% | nt | nt | i | -1 | -0.6 | 1039 | 21 | 750 | 1.8 | 1.7 | 8.2 | 1.5% | -0.38 | 0.0048 | -0.024 | 0.68
